Lipid storage S3 – qHTS Assay for Lipid Storage Modulators in Drosophila S3 Cells; Drosophila S3 cells, BODIPY lipid droplet fluorescence, 18-24 h; cells fed with added oleic acid; Potency in µM for hits, for the others lipid storage change, negative = inhibition, % at the top dose, mostly 46.1 µM; 320,000 compounds, 0.64% hits; AID 2685; active = well fitted inhibition curve with a large enough effect in the signal ratio, with a control signal flat, not every such curve was filed as active; inconclusive = small, poorly fitted or top-dose-only effect, or effect the other way, or a change in a side signal; the % refers to the signal ratio
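Laser-scanning cytometry quantifies lipid droplet accumulation (500–530 nm total intensity; droplet/cell object ratio) in oleic acid-fed (400 uM added) Drosophila S3 cells treated with a concentration series. 20 uM Triacsin C defined 100% inhibition.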
Lipid storage S3 cell count max – further read-out of Lipid storage S3, marked with its call; cell number change, %; measured here: cell count max response;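 cells counted by Cell Tracker Red CMTPX staining in the red channel; peak over a dose series mostly up to 46.1 µM; percent activity relative to internal control wells on each plate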
* = called active by the depositor; i = inactive; ? = inconclusive; . = no result given. % is scaled to controls: 0 for no effect and ±100 for the full control effect; potency is read from the fitted curve at half-maximal effect. The list is partial; rates above refer to the full screens.

Second line of a record – Lipid storage S3 cell count max, Lipid storage S3
- CN(CC(=O)Nc1ccc(N2CCOCC2)cc1)C(=O)CSc1ccccc1F
→ ., ?
- COc1ccc(OC)c(NC(=O)c2ccc(CN3CCc4ccccc4C3)cc2)c1
→ 0, 14%
- O=C(NCCc1ccccc1)c1cnc2ccccn2c1=O
→ 0, 9%
- COc1ccc(Cc2n[nH]c(=S)n2N)cc1OC
→ ., ?
- O=C(Nc1ccc(S(=O)(=O)N2CCOCC2)cc1)c1ccc(Br)o1
→ ., i
- Cc1cc(NC(=O)CCCC(=O)N(CC(=O)NCCc2ccccc2)Cc2ccc(F)cc2)no1
→ -13, 12%
- Cn1c(O)c(/C=C2\C=Nc3ccccc32)sc1=Nc1ccc(C(=O)O)cc1
→ ., ?
- CNC(=O)C(=O)N/N=C/c1cccnc1
→ 10, 5%
- CCOC(=S)SCC(=O)N1CCc2ccccc2C1C1C(=O)CC(C)(C)CC1=O (stereo unspecified)
→ -14, -10%
- COc1ccc(/C=N/NC(=O)c2cccc(COCC(F)(F)C(F)F)c2)cc1
→ ., ?
- COc1ccc(CCn2cnc(=O)c(C#N)c2C)cc1OC
→ ., ?
- CC1CCCCC1NC(=O)C1CC=CCC1C(=O)O (stereo unspecified)
→ ., ?
- COc1cc(C)c(-c2[nH]ncc2-c2csc(C)n2)c(O)c1
→ -8, i
- CCC(=O)Nc1nnc(SCCN2CCOCC2)s1
→ -17, -1%
- C=CCSC1=C(C#N)C(c2cccc(OC)c2)CC(=O)N1 (stereo unspecified)
→ ., ?
- CCn1cc(C(=O)NCCc2ccc(Cl)cc2)c(=O)c2ccc(C)nc21
→ ., ?
- OC1(c2cccs2)CN(c2ccccc2)C2=[N+]1CCCC2 (stereo unspecified)
→ 16, -4%
- Cc1cccc(OCCOCCN2CCNCC2)c1C
→ ., ?
- CCOC(=O)c1c(C)[nH]c(C2=NNC(=Nc3ccccc3)SC2)c1C
→ -9, -10%
- COc1cccc(NC(=O)CN2C(=O)COc3ccc(S(=O)(=O)N4CCCCCC4)cc32)c1
→ -1, i

Following part:
Second line of a record – Lipid storage S3 cell count max, Lipid storage S3
- N/C(=N\OC(=O)COc1ccc(Br)cc1Cl)c1cccnc1
→ ., ?
- CCn1cc(C(=O)NCc2ccc3c(c2)OCO3)c(=O)c2cc(F)c(N3CCN(C(=O)c4ccco4)CC3)cc21
→ ., ?
- COc1ccc(/C=C2\SC(=O)N(CCC(=O)N3CCCCC3)C2=O)cc1OC
→ 10, -19%
- CCCNC(=O)NS(=O)(=O)c1ccc(Cl)cc1
→ 5, 4%
- COc1ccc(CC(=O)Nc2cccc(S(=O)(=O)N3CCCCC3)c2)cc1
→ -18, 11%
- CCCn1c(SCC(=O)Nc2ccc3c(c2)OCO3)nc2c1c(=O)n(C)c(=O)n2C
→ ., ?
- CC1CCCC(C)N1C(=O)COC(=O)c1cc(Br)ccc1Cl (stereo unspecified)
→ ., ?
- CC(C(=O)c1c[nH]c(C(=O)N=CN(C)C)c1)c1ncc(C(F)(F)F)cc1Cl (stereo unspecified)
→ ., 8%
- COc1cccc(C(=O)N2CCN(S(=O)(=O)Cc3ccccc3)CC2)c1OC
→ ., ?
- CSc1nc2ncc(C(=O)O)c(N)n2n1
→ ., ?
- CCOc1ccc(C(=O)OCC(=O)NCc2ccccc2)cc1OCC
→ ., ?
- CC(C)(C)OC(=O)N1Cc2ccccc2C[C@H]1C(=O)N1CCC[C@H]1C(=O)O
→ ., ?
- COc1ccc(C)cc1N(CC(=O)N1CCc2ccccc2C1)S(C)(=O)=O
→ ., ?
- C=CCNC(=O)C1CC(=O)N(c2ccc(OCC(=O)N3CCCC3)cc2)C1 (stereo unspecified)
→ ., ?
- CCOc1cc2[nH]c(=S)n(Cc3ccc(C(=O)O)cc3)c(=O)c2cc1OCC
→ ., ?
- COc1ccc(/C=N/NC(=O)c2cc(OC)c(OC)c(OC)c2)cc1CN1CCc2cc(OC)c(OC)cc2C1C (stereo unspecified)
→ 8, 0%
- O=C(CCC1CCCN(Cc2ccc3c(c2)CCO3)C1)NCc1ccc(F)c(F)c1 (stereo unspecified)
→ -1, -2%
- CC(CN1CCCCC1)OC(=O)COc1ccc(Br)cc1 (stereo unspecified)
→ 15, -4%
- CCOC(=O)c1c(C)[nH]c(C(=O)COC(=O)c2[nH]c(C)c(C(C)=O)c2C)c1C
→ ., ?
- O=C(C1=C(O)C(=O)N(CCN2CCOCC2)C1c1cccc([N+](=O)[O-])c1)c1cccs1 (stereo unspecified)
→ ., ?

Of the compounds above, two have a furan ring, fused or not:
Second line of a record – Lipid storage S3 cell count max, Lipid storage S3
- O=C(Nc1ccc(S(=O)(=O)N2CCOCC2)cc1)c1ccc(Br)o1
→ ., i
- CCn1cc(C(=O)NCc2ccc3c(c2)OCO3)c(=O)c2cc(F)c(N3CCN(C(=O)c4ccco4)CC3)cc21
→ ., ?

(more compounds)
Second line of a record – Lipid storage S3 cell count max, Lipid storage S3
- CN1CCN(C(=O)c2ccc(-n3cccn3)nc2)CC1
→ ., ?
- COC(=O)COc1ccc(C2NC(=O)NC(C)=C2C(=O)NCc2ccccc2)cc1OC (stereo unspecified)
→ ., ?
- O=C(Nc1ccc(N2CCOCC2)cc1)c1cccc(S(=O)(=O)N2CCCCCC2)c1
→ ., ?
- COc1ccc(NS(=O)(=O)c2cccc(C(=O)NCC(c3ccco3)N3CCCCC3)c2)cc1 (stereo unspecified)
→ 18, 26%
- O=C(c1ccc(OC2CCN(Cc3ccccn3)CC2)cc1)N1CCCCCC1
→ 7, 15%
- O=C1CC(C(=O)Nc2ccc(Cl)cc2)n2ncnc2N1 (stereo unspecified)
→ ., ?
- CC1(C)Cc2c(c(N3CCOCC3)nc3sc(C(=O)Nc4ccccc4)c(N)c23)CO1
→ -19, i
- COc1ccc(N(CC(=O)Nc2ccc3c(c2)OCO3)S(=O)(=O)c2ccccc2)cc1OC
→ ., 6%
- COc1cccc(N(CC(=O)NC2CCCCC2)C(=O)CCC(=O)Nc2nccs2)c1
→ ., ?
- COC(=O)c1sc2ccccc2c1-n1cccc1C(=O)C(=O)Nc1ccc(C)cc1
→ -10, 4%
- Cc1cccc(OCC(=O)Nc2cc(S(=O)(=O)N3CCCCC3)ccc2N2CCN(C)CC2)c1
→ ., i
- CCc1nn2c(=O)cc(COC(=O)c3ccc(SC)cc3OC)nc2s1
→ -12, 18%
- O=C(CNC(=O)c1cccc(Cl)c1)NCC(c1cccs1)N1CCOCC1 (stereo unspecified)
→ ., ?
- CC1CCCC(NC(=O)COC(=O)c2sc3ccccc3c2Cl)C1C (stereo unspecified)
→ 10, 14%
- CCOC(=O)c1cccc(-c2c(-c3ccccc3)ncc3cc(OC)c(OC)cc23)c1
→ ., ?
- O=C(O)C(Cc1c[nH]c2ccccc12)N1CCS(=O)(=O)CC1 (stereo unspecified)
→ ., ?
- CN(CC(=O)Nc1cccc(F)c1)C(=O)c1ccc(N2CCCCC2)c([N+](=O)[O-])c1
→ ., ?
- CCCCCC1CC(CC(=O)Nc2nncs2)C(=O)O1 (stereo unspecified)
→ -2, 4%
- Cc1ccc(C2=NNC(=O)C(c3c[nH]c4ccccc34)C2)cc1 (stereo unspecified)
→ ., i
- O=C(CCNC(=O)c1ccc([N+](=O)[O-])cc1)Nc1ccc(Cl)c(S(=O)(=O)N2CCOCC2)c1
→ ., ?

Next part
Second line of a record – Lipid storage S3 cell count max, Lipid storage S3
- COc1ccc(Cl)cc1S(=O)(=O)N1CCN=C1Cc1ccccc1
→ ., ?
- CN(C)c1ccc(/C=C2\C(=N)N3C(=NC2=O)Sc2cc(S(C)(=O)=O)ccc23)cc1
→ 30*, 5.8µM*
- Cc1ccc(C2=NS(=O)(=O)N(C)C(C(=O)Nc3cc(C)n(CC(=O)N4CCCCC4)n3)=C2)cc1
→ ., ?
- C/C(=N\NC(=O)c1c(Cl)cnn1C)c1cccc(NC(=O)c2ccc(C)cc2)c1
→ -9, i
- Cc1ccc(S(=O)(=O)Nc2ccnc3ccccc23)cc1
→ ., ?
- Cc1cc(OC(=O)c2ccc(Cl)cc2Cl)c([N+](=O)[O-])c(=O)[nH]1
→ ., ?
- CC(NS(=O)(=O)c1ccc2c(c1)C(C)(C)C(=O)N2C)c1ccccc1 (stereo unspecified)
→ ., ?
- COc1ccc(CN(C)CC(=O)N(C)CC(=O)Nc2ccccc2Br)cc1F
→ 28, -2%
- CCOc1ccc(-n2c(C)cc(/C=C3/C(=N)N4C(=NC3=O)SN=C4S(C)(=O)=O)c2C)cc1
→ -9, -15%
- OC(COc1ccc(Cl)cc1)CN1CCC(Cc2ccccc2)CC1 (stereo unspecified)
→ ., ?
- S=C(NCCCN1CCOCC1)NC1CCCC1
→ ., ?
- CN(C)S(=O)(=O)c1ccc(C(=O)Nc2ccc3c(c2)CCC3)cc1
→ ., ?
- O=C(O)CCCCCNc1nc2ncn(Cc3ccccc3)c2c(=O)[nH]1
→ -20*, 33µM*
- O=C(NCCCn1ccnc1)/C(=C/c1ccc(F)cc1)NC(=O)c1ccccc1
→ ., ?
- O=c1oc2c(CN3CCOCC3)c(O)ccc2c2ccccc12
→ -15, -8%
- O=C(O)c1ccccc1P(=O)(c1ccccc1)c1ccccc1
→ ., ?
- O=S(=O)(c1ccc(Cl)cc1)N1CCC2(CC1)CO2
→ 13, 9%
- O=C(CN(Cc1ccccc1)C(=O)c1cccc([N+](=O)[O-])c1)Nc1c(Cl)cc(Cl)cc1Cl
→ ., ?
- Cc1nn(-c2ccccc2)c(C)c1/C=N/NC(=O)c1cc(-c2ccc(Br)s2)[nH]n1
→ ., 23%
- COc1ccc(S(=O)(=O)N2CCN(c3ccccc3OC)CC2)cc1
→ ., ?

Further compounds.
Second line of a record – Lipid storage S3 cell count max, Lipid storage S3
- C(/CCc1ccccc1)=N\n1cnnc1
→ 14, 10%
- CCn1c(SCC(=O)N2CCCC(C)C2)nc2c1c(=O)n(C)c(=O)n2C (stereo unspecified)
→ ., ?
- Oc1ccccc1-c1nc(NCCN2CCOCC2)c2ccccc2n1
→ -12, 5%
- NC(=O)COc1ccc2oc(-c3ccccc3)cc(=O)c2c1
→ 14, 0%
- COc1ccc(S(=O)(=O)n2nc(-n3c(C)ccc3C)c3c(F)cccc32)cc1OC
→ -26, 13%
- Cc1ccc2c(C(=O)N3CCN(c4ccccc4)CC3)cc(-c3cccnc3)nc2c1C
→ -12, 20%
- CC(C)(C)NC(=O)c1cccc(NC(=O)CSc2ccc(Cl)cc2)c1
→ ., ?
- Cc1ccc(S(=O)(=O)c2c(N)n(NC(=O)c3ccccc3C)c3nc4ccccc4nc23)cc1
→ ., ?
- CCCCNC(=O)COC(=O)c1cc(S(=O)(=O)N2CCCCCC2)ccc1OC
→ ., ?
- Cc1cc(C(=O)NNC(=O)c2cccc(Cl)c2)no1
→ 0, 8%
- CCCCOc1ccc(-c2nnn(CC(=O)Nc3ncc(CC(=O)OCC)s3)n2)cc1
→ ., ?
- Cc1ccccc1-c1nn[nH]n1
→ ., ?
- Cc1cc(NC(=O)c2cc(C(C)C)on2)no1
→ 11, -3%
- CS(=O)(=O)N(CC(=O)Nc1ccccc1C(=O)N1CCOCC1)c1ccc(Cl)cc1
→ ., ?
- O=C(CNC(=S)N(CCCN1CCOCC1)Cc1cccs1)NC1CCCC1
→ ., ?
- Cc1c(C(=O)N(Cc2nccn2C)C(C)C)oc2c(F)cccc12
→ -11, i
- CC(C)(C)N1OC2CC1c1nc3ccccc3n1C2 (stereo unspecified)
→ 0, 0%
- CC(C(=O)OCC(=O)c1cccc([N+](=O)[O-])c1)N1C(=O)C2C3C=CC(C3)C2C1=O (stereo unspecified)
→ ., ?
- CN(C(=O)CSc1nnc(-c2c[nH]c3ccccc23)n1C1CC1)C1CCS(=O)(=O)C1 (stereo unspecified)
→ -8, 18%
- C=CCn1c(Cc2cccc3ccccc23)n[nH]c1=S
→ ., ?

(list continues)
Second line of a record – Lipid storage S3 cell count max, Lipid storage S3
- CCN1CCN(C(=O)c2cc(COc3c(C)cccc3C)on2)CC1
→ ., -8%
- Cc1[nH]c2ccccc2c1CN1CCC(CO)(Cc2ccccc2)CC1
→ 12, i
- Cc1ccc(C23CC4CC(CC(CC(=O)NC(C)(C)CO)(C4)C2)C3)cc1
→ ., ?
- CCc1ccc(NS(=O)(=O)c2cc3c4c(c2)CCN4C(=O)CC3)cc1
→ ., ?
- COc1cc(O)c(C(CCN2CCCC(C)C2)c2cc(OC)c(OC)c(OC)c2)c(OC)c1 (stereo unspecified)
→ -6, -7%
- CC[C@@H]1CC=C[C@H]2[C@H]1C(=O)N(Cc1ccccc1)[C@H]2c1ccc(OC)c(Cl)c1
→ 8, 14%
- O=C(c1ccc(Cl)cc1)N1CCC(O)(CSc2ccc(Cl)cc2Cl)CC1
→ ., ?
- S=C(NCCc1ccccc1)NCC1CCCO1 (stereo unspecified)
→ ., ?
- O=S(=O)(NC1C2CC3CC(C2)CC1C3)c1ccc(F)cc1 (stereo unspecified)
→ ., ?

Record cards (already shown). Order of screens: Lipid storage S3 cell count max, Lipid storage S3
CCc1ccc(NS(=O)(=O)c2cc3c4c(c2)CCN4C(=O)CC3)cc1 across the screens: ., ?
CC[C@@H]1CC=C[C@H]2[C@H]1C(=O)N(Cc1ccccc1)[C@H]2c1ccc(OC)c(Cl)c1 across the screens: 8, 14%
COc1cc(O)c(C(CCN2CCCC(C)C2)c2cc(OC)c(OC)c(OC)c2)c(OC)c1 (stereo unspecified) across the screens: -6, -7%
Cc1[nH]c2ccccc2c1CN1CCC(CO)(Cc2ccccc2)CC1 across the screens: 12, i
O=C(c1ccc(Cl)cc1)N1CCC(O)(CSc2ccc(Cl)cc2Cl)CC1 across the screens: ., ?

Screens from PubChem.
